HPDE-C7 cytotoxicity: cytotoxicity in HPDE-C7 cells, cell-based, fluorescence, HTS (AID 430); HPDE-C7 pancreatic duct cells viability, fluorescence; higher % means a stronger effect; hit rate 1.8% among 63,000; cytotoxicity, % at 10 µM; hits with a dose series show EC50 in µM;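 note: cells exposed to compound for 48 hours before viability readout; 0% = vehicle and 100% = reference cytotoxic drug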
Bfl-1 displacement: Bfl-1 inhibitors, primary screen, biochemical, fluorescence polarization, FITC-Bid, mouse (AID 432) | hit rate 0.02% among 64,000 | FITC-Bid BH3 peptide fluorescence polarization displacement; higher % means a stronger effect | displacement, % at 20 µM, or IC50 in µM where a hit was titrated; in the data active = a potency from the dose series; inactive = the rest, 99 in 100 with displacement below about 15%; note: strong numbers were not always called active
HT1080 cytotoxicity: HT1080 cell viability loss – fluorescence readout (AID 620); HT1080 viability, fluorescence; higher % means a stronger effect; hit rate 0.42% among 87,000; cytotoxicity, % at 10 µM; hits with a dose series show EC50 in µM;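 note: cells exposed to compound overnight then 4 h with Alamar Blue; 0% = vehicle DMSO and 100% = killing control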
LYP inhibition: LYP phosphatase inhibitors, primary screen, biochemical, DiFMUP fluorescence, recombinant catalytic domain, 10 µM (AID 606) | recombinant LYP catalytic domain, DiFMUP fluorescence; higher % means a stronger effect | inhibition, % at 10 µM, or IC50 in µM where a hit was titrated | 52,000 tested, under 10 active;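 active = IC50 under 40 µM in the dose-response test; inactive = IC50 of 40 µM or more, or never dose-tested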
HPDE-C7K KRASV12: cytotoxicity in KRAS-transformed pancreatic duct cells, primary screen, cell-based, fluorescence, HTS (AID 431); hit rate 1.7% among 63,000; HPDE-C7K KRASV12 cells, Alamar Blue viability, 48 h; higher % means a stronger effect; cytotoxicity, % at 10 µM, or EC50 in µM where a hit was titrated;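 active = compounds whose percent cytotoxicity in the single-dose primary screen, scaled between solvent and toxic-drug controls, exceeds 50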;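 note: 0% = DMSO solvent wells and 100% = doxorubicin-treated wells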
PMK inhibit: blocks S. pneumoniae phosphomevalonate kinase. purified PMK, PK/LDH-coupled NADH absorbance 340 nm. inhibition, % at 10 µM. hit rate 0.49% among 65,000. AID 539;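 active = top-ranked compounds by inhibition in the single 10 µM screen, taking a fixed number of the strongest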;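 note: 0% = full reaction with DMSO carrier and 100% = background rate without enzyme reaction; no value below 0 was filed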
TNAP inhibition: inhibition of tissue-nonspecific alkaline phosphatase – biochemical, luminescent (AID 518); purified TNAP enzyme, luminescent substrate readout; higher % means a stronger effect; one-dose inhibition, % at 20 µM; IC50 in µM for titrated hits; hit rate 0.09% among 64,000; in the data active = a potency from the dose series; inactive = the rest, 99 in 100 with inhibition below about 22%;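 note: plate controls were vehicle for no effect and reference inhibitor for full effect; many of its hits are not listed in these tables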
Spn MK inh: inhibitors of Streptococcus pneumoniae mevalonate kinase; purified MK, PK/LDH-coupled NADH absorbance 340 nm; inhibition, % at 10 µM; hit rate 0.48% among 65,000; AID 555;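 active = ranked among the strongest by inhibition in the single 10 µM screen, a fixed top-ranked set picked for dose follow-up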; note: no value below 0 was filed
DPM-DC inhibit: inhibitors of Streptococcus pneumoniae diphosphomevalonate decarboxylase. purified DPM-DC, PK/LDH coupled NADH fluorescence. AID 556. calls only at 10 µM. hit rate 0.49% among 65,000;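 active = the 320 compounds with the highest percent inhibition in the single-dose primary screen, excluding strongly autofluorescent ones, cut at about 32% in these data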;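 note: kinetic rate of NADH fluorescence loss reporting ADP formed by the decarboxylase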
PMK inhibit pilot replicates: second read-out of PMK inhibit, no call of its own (marks repeat the call); inhibition, %; measured here: pilot screen replicates
Spn MK inh pilot replicates: recorded beside Spn MK inh, whose call it bears; inhibition, %; measured here: pilot screen replicates
DPM-DC inhibit pilot screen %: further read-out of DPM-DC inhibit, marked with its call; inhibition, %; measured here: pilot screen trials
* = called active by the depositor; i = inactive; · = no result given; + = active, no number. Cut-off read from the data, not from the text of the source, unless noted: active = cytotoxicity above about 50%; inactive = the rest.

SMILES | HPDE-C7 cytotoxicity | Bfl-1 displacement | HT1080 cytotoxicity | LYP inhibition | HPDE-C7K KRASV12 | PMK inhibit | TNAP inhibition | Spn MK inh | DPM-DC inhibit | others
CC1CCCC(NC(=O)CN(C)S(=O)(=O)c2cccc3cccnc23)C1C (stereo not given) | 2.8% | 3.7% | -3.9% | 12.2% | 3.0% | 3.0 | 8.4% | 0.0 | i
CCn1c(SCC(=O)n2nc(C)cc2C)nnc1-c1ccc2c(c1)OCO2 | 10.9% | -4.0% | 3.8% | 0.5% | 10.0% | 13.0 | 3.6% | 9.0 | i
COCCCn1c(=N)c(C(N)=S)cc2c(=O)n3cccc(C)c3nc21 | -7.1% | 0.9% | -2.5% | -25.7% | -10.4% | 19.0 | 14.9% | 2.0 | i
COc1ccccc1NC(=O)N1CCn2c(nc3ccccc32)C1 | 1.8% | 1.4% | -0.5% | 7.6% | -5.0% | 14.0 | 8.7% | 0.0 | i
CCCCNC1=C(Br)C(=O)CC(C)(C)C1 | 13.0% | 3.7% | -0.2% | 14.1% | 3.2% | 6.0 | 15.0% | 0.0 | i
CCOC(=O)CCCNC(=O)COC(=O)c1cc(C)cc(C)c1 | 4.4% | -6.1% | -2.2% | 7.2% | -6.6% | 7.0 | 6.7% | 1.0 | i
CCC(=O)N1CCN(c2nc(C)nc3sc(C)c(C)c23)CC1 | -7.7% | -8.5% | 4.9% | -9.3% | -7.5% | 13.0 | 8.7% | 9.0 | i
N#Cc1nc(-c2ccco2)oc1N1CCN(C(c2ccccc2)c2ccccc2)CC1 | -16.6% | -8.4% | 2.4% | · | -4.7% | 8.0 | 4.7% | 12.0 | i
Nc1cccc(C(=O)Nc2ccc3nc(-c4cccnc4)[nH]c3c2)c1 | · | · | 16.3% | -1.5% | · | 16.0 | · | 1.0 | i
CCCc1nnc(NC(=O)NCCN2C(=O)C3C4C=CC(C4)C3C2=O)s1 (stereo not given) | -7.3% | -2.7% | -2.4% | 8.8% | 0.4% | 9.0 | 12.9% | 1.0 | i | PMK inhibit pilot replicates=0.0;Spn MK inh pilot replicates=0.5;DPM-DC inhibit pilot screen %=0.0
COc1cccc(NC=C2C(=O)OC3(CCCCC3)OC2=O)c1 | 11.2% | -2.6% | 0.1% | -1.1% | 15.8% | 0.0 | 4.7% | 6.0 | i
O=C(CCN1CCN(c2ccc(F)cc2)CC1)Nc1ccc(F)cc1 | 0.6% | -2.7% | 34.2% | 14.8% | 10.2% | 6.0 | 5.4% | 8.0 | i
FC(F)(F)c1cccc(-c2nnc3ccc(C(F)(F)F)cn23)c1 | -7.9% | -1.3% | 0.3% | · | -10.4% | 8.0 | 10.1% | 7.0 | i
O=C(CSCc1cccc(Br)c1)N1CCOCC1 | -8.7% | -4.2% | 2.6% | 1.3% | 12.7% | 2.0 | -4.2% | 9.0 | i
CS(=O)(=O)Nc1cccc(C(=O)CC2(O)C(=O)Nc3ccccc32)c1 (stereo not given) | -5.0% | -0.1% | -87.2% | -10.9% | -10.1% | 11.0 | 2.0% | 0.0 | i
Nc1c(NCCN2CCOCC2)c2ccccc2oc1=O | -0.2% | -2.7% | 16.3% | -2.7% | -3.1% | 13.0 | 10.1% | 15.0 | i
Cc1ccccc1-c1nc(CS(=O)(=O)CC(=O)NCCCN2C(C)CCCC2C)c(C)o1 (stereo not given) | 1.5% | -4.6% | -1.8% | 10.7% | -1.4% | 0.0 | 5.1% | 4.0 | i
O=C(NCc1cccnc1)c1cccc(S(=O)(=O)N2CCCCC2)c1 | -2.2% | -5.2% | -1.2% | -3.8% | 3.4% | 7.0 | 4.9% | 0.0 | i
Cc1ccccc1-n1c(=O)/c(=C\c2ccco2)s/c1=C(/C#N)C(=O)Nc1ccccc1 | 27.7% | -6.5% | -12.3% | 7.5% | 35.6% | 8.0 | 18.5% | 0.0 | i
Cn1c(=O)oc2cc(S(=O)(=O)NCc3ccco3)ccc21 | -6.2% | -7.4% | 1.7% | 11.3% | 2.6% | 14.0 | 9.5% | 0.0 | i
CCCCOc1ccccc1-c1cc(C(=O)O)[nH]n1 | -17.7% | -3.6% | -10.8% | 6.2% | -9.2% | 12.0 | 1.8% | 5.0 | i
CC1CCCC(C)N1C(=O)C1CC(c2ccc(F)cc2)=NO1 (stereo not given) | -19.0% | 0.7% | 9.4% | 10.6% | -10.2% | 6.0 | -2.4% | 0.0 | i
Oc1ccc(-c2cccc(-c3ccc(O)cc3)n2)cc1 | 5.4% | 4.1% | -38.2% | 13.9% | 12.9% | 8.0 | 9.3% | 0.0 | i
c1coc(CN=C2NC(=NCc3ccco3)c3ccccc32)c1 | 4.3% | -1.0% | -1.9% | 3.4% | 25.8% | 10.0 | 8.2% | 6.0 | i
Cc1ccc(C(C)C)c(OCC(=O)Nc2ccc(Cl)cn2)c1 | -15.2% | 2.4% | -3.1% | 0.2% | -30.9% | 2.0 | 5.3% | 0.0 | i
CCOC(=O)N1CCN(C(=O)C2CCC(CNS(=O)(=O)c3ccc(Cl)cc3)CC2)CC1 (stereo not given) | -4.9% | -4.7% | 21.9% | · | -4.5% | 16.0 | 5.2% | 0.0 | i
Cc1nc2sc(C(c3ccco3)N3CCN(c4ccc(F)cc4)CC3)c(O)n2n1 (stereo not given) | 0.1% | -5.2% | 2.4% | 6.0% | -7.9% | 14.0 | 6.7% | 0.0 | i
Cn1c(CCNC(=O)c2ccccc2)nc2ccccc21 | · | · | -3.3% | 7.5% | · | 6.0 | · | 3.0 | i
Cc1ccc2c3c(c(SCC(=O)Nc4nonc4C)nc2c1)CCCC3 | 9.3% | 0.7% | -2.0% | -8.7% | 10.7% | 17.0 | 2.3% | 8.0 | i
COCCn1c(C)cc2c(c1=O)C(c1ccccc1F)C(C#N)=C(N)O2 (stereo not given) | -0.7% | 1.6% | -1.4% | 7.7% | 3.4% | 26.0* | 11.7% | 2.0 | i

Random excerpt: 4 entries already listed.
SMILES | HPDE-C7 cytotoxicity | Bfl-1 displacement | HT1080 cytotoxicity | LYP inhibition | HPDE-C7K KRASV12 | PMK inhibit | TNAP inhibition | Spn MK inh | DPM-DC inhibit | others
c1coc(CN=C2NC(=NCc3ccco3)c3ccccc32)c1 | 4.3% | -1.0% | -1.9% | 3.4% | 25.8% | 10.0 | 8.2% | 6.0 | i
CCCCOc1ccccc1-c1cc(C(=O)O)[nH]n1 | -17.7% | -3.6% | -10.8% | 6.2% | -9.2% | 12.0 | 1.8% | 5.0 | i
Cc1ccccc1-c1nc(CS(=O)(=O)CC(=O)NCCCN2C(C)CCCC2C)c(C)o1 (stereo not given) | 1.5% | -4.6% | -1.8% | 10.7% | -1.4% | 0.0 | 5.1% | 4.0 | i
Cc1ccc(C(C)C)c(OCC(=O)Nc2ccc(Cl)cn2)c1 | -15.2% | 2.4% | -3.1% | 0.2% | -30.9% | 2.0 | 5.3% | 0.0 | i

Continued.
SMILES | HPDE-C7 cytotoxicity | Bfl-1 displacement | HT1080 cytotoxicity | LYP inhibition | HPDE-C7K KRASV12 | PMK inhibit | TNAP inhibition | Spn MK inh | DPM-DC inhibit | others
COC(=O)c1ccc(NC(=O)Cn2nnc3ccccc32)cc1 | 0.2% | -5.7% | -1.6% | -2.3% | -0.1% | 10.0 | 17.0% | 8.0 | i | PMK inhibit pilot replicates=3.5;Spn MK inh pilot replicates=0.5;DPM-DC inhibit pilot screen %=0.5
O=C(CCn1nnc2ccccc21)N1CCN(c2ccccc2)CC1 | 8.9% | -6.6% | 25.8% | 13.7% | 3.3% | 5.0 | 4.0% | 1.0 | i
C=CCN1C(=O)CN=C1Nc1cc(C)cc(C)c1 | -2.7% | 2.4% | 4.2% | 3.8% | -6.3% | 2.0 | 4.2% | 17.0 | i
COc1cccc(-c2csc3nnc(SCC(=O)c4ccc(NC(C)=O)cc4)n23)c1 | -24.3% | -36.5% | -8.9% | · | -13.2% | 11.0 | 9.3% | 10.0 | i | PMK inhibit pilot replicates=0.0;Spn MK inh pilot replicates=0.0;DPM-DC inhibit pilot screen %=0.0
Cc1onc(-c2ccccc2)c1C(=O)NC(C)C1CCCO1 (stereo not given) | -23.0% | 0.1% | 0.1% | 12.2% | -17.4% | 4.0 | 8.4% | 11.0 | i
c1csc(Cn2c(-c3cccs3)nc3ccccc32)c1 | -11.1% | 0.1% | · | -0.5% | -5.3% | 3.0 | 11.1% | 13.0 | i
CCc1nnc(NC(=O)c2ccc(S(=O)(=O)N(CC)Cc3ccccc3)cc2)o1 | 35.7% | 2.6% | -2.8% | · | 33.0% | 15.0 | 1.8% | 3.0 | i
CC1CCN(c2[nH]c(=S)c(C#N)c3c2CCCC3)CC1 | -3.0% | -1.5% | -4.3% | -5.7% | -16.6% | 4.0 | 14.2% | 1.0 | i
CC1Cc2nc(SCC(N)=O)n(C)c(=O)c2S1 (stereo not given) | 1.7% | 1.1% | 3.2% | 2.2% | -3.2% | 17.0 | 4.4% | 11.0 | i
Cc1c(CNC(=O)c2cnn3c2NC(c2ccccc2)CC3C(F)(F)F)cnn1C (stereo not given) | 6.5% | -5.8% | -7.4% | 10.9% | -1.3% | 8.0 | 11.4% | 12.0 | i
O=C(Nc1ccon1)c1ccc(Br)o1 | -9.0% | -4.6% | 2.0% | · | -3.9% | 2.0 | 7.5% | 3.0 | i
CC(C)CNC(=O)c1ccccc1NC(=O)CN(c1ccc2c(c1)OCCO2)S(C)(=O)=O | -18.6% | -1.9% | 0.8% | 4.1% | 4.9% | 0.0 | 15.3% | 5.0 | i | PMK inhibit pilot replicates=0.0;Spn MK inh pilot replicates=0.0;DPM-DC inhibit pilot screen %=0.0
CN(C)c1ccc(CN(C(=O)COc2ccc(Br)cc2)C2CCS(=O)(=O)C2)cc1 (stereo not given) | 9.0% | 0.5% | -7.5% | 12.2% | 8.0% | 7.0 | 10.6% | 5.0 | i
CCOc1cccc(C(=O)Nc2cccc(-c3nnc(-c4ccccc4)o3)c2)c1 | -10.2% | -3.4% | 3.1% | 1.2% | -9.8% | 8.0 | 5.3% | 10.0 | i
O=C(CN1C(=O)C2CC=CCC2C1=O)NC1=NCCS1 (stereo not given) | 2.2% | -0.3% | 8.6% | 7.9% | -3.0% | 16.0 | 5.5% | 0.0 | i
Cc1ccc(-n2c(SCC(=O)NCc3ccco3)nnc2-c2cccnc2)c(C)c1 | -3.5% | -4.8% | 5.0% | 6.0% | -5.2% | 11.0 | 4.1% | 5.0 | +
Cc1nc(CC(=O)N2CCN(S(=O)(=O)c3ccccc3C#N)CC2)cs1 | -10.4% | 0.5% | -3.8% | · | -13.0% | 12.0 | 14.0% | 2.0 | i
Cc1cccc(OCc2nnc(SCc3nc4cc(C(F)(F)F)ccc4c(=O)[nH]3)o2)c1 | 23.4% | -18.0% | -4.7% | -18.6% | 27.7% | 12.0 | 5.2% | 2.0 | i
CCCC(=O)c1ccc(N2CCN(C(=O)c3ccc(Br)cc3)CC2)c(F)c1 | -6.3% | -17.0% | -1.4% | 19.1% | -6.7% | 11.0 | -3.7% | 4.0 | i
COc1ccc(NC(=O)CSc2nc3ccccc3c(=O)n2CCNC(C)=O)c(OC)c1 | -13.1% | -7.6% | 1.6% | · | -8.2% | 13.0 | 0.5% | 0.0 | i

Source: PubChem (several laboratories)
